# Screening data: PubChem, Broad Institute
# Xi reactivation = activators of inactive X chromosome reactivation, primary screen, imaging, XiGFP fibroblasts, GFP high-content imaging, set 2. XiGFP mouse fibroblasts, % GFP-positive cells imaging, 3 d; cells co-treated with 5-aza-dC sensitizer; scaled so ellipticine positive control = 100%. activation, % at 7.58 µM. 360,000 compounds, 0.055% hits;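 active means mean normalized replicate activation at least 10% and every replicate at or above 10%; inconclusive means only one of the two criteria met; inactive means mean below 10% and not all replicates reach 10%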;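 further: 0% = median of on-plate neutral control wells and 100% = ellipticine 6 µM median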
#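 material = 68-5-11 XiGFP fibroblast line | medium = DMEM plus 5-aza-dC sensitizer | schedule = 3 days compound exposure | benchmarks = positive control ellipticine, 6 µM final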
# F508del corr = F508del CFTR correction, initial screen, CFBE line, single point; CFBE cells, YFP halide quenching; stimulated with forskolin plus potentiator P3; % fluorescence drop versus neutral controls; activity (quench increase), % at 7.58 µM; 350,000 compounds, 0.36% hits;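 active means mean added fluorescence quench of at least 8% versus neutral control, with both replicates also reaching 8%; inconclusive means only one of the mean or replicate conditions met; inactive means mean below 8% and not both replicates reaching 8%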;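 further: cells transiently co-express mutant CFTR-F508del with the halide-sensitive YFP; corrector assay measuring rescue of mutant channel to the surface after 24 h compound exposure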
# RAD52 anneal inh = RAD52 DNA annealing inhibitors, primary screen, biochemical, FRET, single point, set 2. DNA repair protein RAD52 homolog (Homo sapiens), P43351. recombinant RAD52 DNA annealing, FRET fluorescence. inhibition, % at 18.7 µM. 360,000 compounds, 0.46% hits. AID 651710, 2012;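 active means every replicate showing at least 50% inhibition; inconclusive means mean inhibition at least 50% but not in every replicate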
# Target sequence (P43351 whole entry, looked up): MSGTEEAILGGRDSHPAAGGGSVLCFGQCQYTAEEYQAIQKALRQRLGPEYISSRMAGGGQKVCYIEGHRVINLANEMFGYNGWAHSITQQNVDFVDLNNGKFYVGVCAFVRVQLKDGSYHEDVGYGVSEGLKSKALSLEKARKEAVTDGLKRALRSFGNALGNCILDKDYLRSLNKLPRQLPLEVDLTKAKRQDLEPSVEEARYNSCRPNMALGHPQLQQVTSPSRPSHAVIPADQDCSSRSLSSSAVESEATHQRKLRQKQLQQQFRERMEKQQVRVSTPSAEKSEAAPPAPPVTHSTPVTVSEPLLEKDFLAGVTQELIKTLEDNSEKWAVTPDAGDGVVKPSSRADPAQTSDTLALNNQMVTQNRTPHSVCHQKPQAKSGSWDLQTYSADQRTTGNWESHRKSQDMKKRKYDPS
# RAD54 branch = inhibitors of human RAD54 branch migration, primary screen, biochemical, fluorescence, single point; DNA repair and recombination protein RAD54-like (Homo sapiens), Q92698; RAD54 Holliday junction branch migration, FAM/BHQ fluorescence; inhibition, % at 10.4 µM; 360,000 compounds, 0.14% hits; AID 602329, 2012;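 active means mean normalized replicate activity at least 40 and at least half of replicates scoring 40 or more; inconclusive means only one of the two criteria met; inactive means mean below 40 and under half of replicates reaching 40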;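 further: 0% = median of neutral control wells and 100% = median of positive control wells; inhibitors cause a drop in the FAM fluorescence signal; in these data hits start at about 50%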
# E-sel inducer = E-selectin induction in HUVECs, primary screen, imaging, HUVEC, immunofluorescence imaging, single point; normalized: neutral wells 0, TNF-alpha wells 100; activation, % at 7.58 µM; 260,000 compounds, 0.37% hits;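 active means mean E-selectin-positive cell signal at least 10% of the positive control, reached in at least 60% of replicates, without over 20% cell loss; inconclusive means no rule given, readout overlaps actives, possibly toxicity-flagged; inactive means the rest, including those meeting only one limit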;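 further: in these data hits start at about 27%; measured in HUVEC primary endothelial cells; signal is the percent of cells scored E-selectin positive by PE staining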
#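 System: HUVEC / Compound: single concentration / Signal: immunofluorescence imaging / Read-out: percent E-selectin-positive cells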
# DENV2 CPE rescue = inhibitors of DENV2 cytopathic effect, primary screen, cell-based, plate reader, single concentration. CPE inhibition, % at 9.99 µM. 350,000 compounds, 1.7% hits. DENV2-infected cells, cytopathic effect rescue. AID 651640, 2012; in the data active means CPE inhibition above about 20%, passing the limit was not always enough; inconclusive means no clear call, values can overlap the other calls; tested in BHK-21 cells;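 further: 0% = median of neutral control wells and 100% = median of positive control wells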
# GSIS activator = GLuc luminescence reporter in INS-1E cells, primary screen for activators of glucose-dependent secretion of insulin. activation, % at 16.6 µM. INS-1E GLuc reporter insulin secretion, 2-3 h. 370,000 compounds, 0.61% hits. AID 743287, 2014;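 active means lowest replicate activation of at least 40%, so every replicate reaches that level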;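 further: 0% = median of neutral control wells and 100% = median of IBMX positive control wells; some compounds called inactive have numbers as strong as hits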
# CASP6 VEID inh = human caspase-6 inhibitors, primary screen, biochemical, VEID-R110 fluorescence, single point, set 2 | P55212 | purified caspase-6, Z-VEID-R110 cleavage fluorescence | inhibition, % at 12.5 µM | 350,000 compounds, 0.53% hits;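 active means mean inhibition across replicates at least about 35%, with every replicate also reaching that limit, limit read from the data; inconclusive means only one of the two criteria met; inactive means neither criterion met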;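 further: 0% = median of neutral control wells and 100% = no fluorescence left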
# Target sequence (P55212 24-179 limits assumed): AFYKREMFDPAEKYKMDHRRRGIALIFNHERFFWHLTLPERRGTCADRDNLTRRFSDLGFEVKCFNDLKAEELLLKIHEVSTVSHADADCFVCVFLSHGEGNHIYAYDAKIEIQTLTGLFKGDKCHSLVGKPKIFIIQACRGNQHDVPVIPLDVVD
# Target sequence (P55212 194-293 limits assumed): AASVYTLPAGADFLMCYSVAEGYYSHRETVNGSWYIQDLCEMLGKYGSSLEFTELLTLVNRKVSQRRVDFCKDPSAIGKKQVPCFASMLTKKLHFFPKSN
# Numbers without * were called inactive; ? = inconclusive; · = no result given; & = joins results of further samples.
SMILES,Xi reactivation,F508del corr,RAD52 anneal inh,RAD54 branch,E-sel inducer,DENV2 CPE rescue,GSIS activator,CASP6 VEID inh
CC1C2Cn3c(nc4ccccc43)C1N(C(C)C)O2 (configuration not stated),0.0,0.5,-9,0,-0.5,·,19,4
CCOC(=O)N1CCC(NC(=O)CSCc2nc(-c3ccc(C)cc3)oc2C)CC1,0.1,0.4,-14,-5,·,6,24,-2
CCNCc1ccc(OCc2cccs2)c(OCC)c1,0.0,-2.5,-27,·,·,13,-3,-3
CCOc1ccc(NC(=O)C2CCCN(S(=O)(=O)c3c(C)nn(C)c3C)C2)cc1 (configuration not stated),0.2,1.1,-14,3,-0.1,-2,0,1
CO[C@@H]1CN(C)C(=O)c2cc(NC(=O)c3cc(C)on3)ccc2OC[C@H](C)N(C(=O)C2CC2)C[C@H]1C,0.1,-0.6,-3,-4,0.2,21*,1,-1
COc1ccc(NC(=O)Cn2c3ccccc3c3nc4n(c(=O)c32)CCS4)cc1,0.0,4.0,-30,·,3.1,9,1,0
CC(C)(C)[S@](=O)N1Cc2cc(C(=O)NCCc3ccncc3)nc(-c3cccc(-c4ccccc4)c3)c2[C@@H]1CCO,-0.1,-1.4,-15,·,0.1,14,-26,6
COc1ccc2c3c([nH]c2c1)[C@H](CO)N(S(=O)(=O)c1cn(C)cn1)CC31CCN(CC2CC2)CC1,0.2,-1.5,12,·,0.1,-5,16,-9
C[C@H](NC(=O)C[C@H]1C=C[C@@H](NC(=O)C2CC2)[C@H](CO)O1)c1ccccc1,0.8,0.9,-9,6,0.1,2,-10,-3
CC(NC(=O)CCNS(=O)(=O)c1ccccc1)c1ccccc1 (configuration not stated),0.0,0.4,-6,3,-0.2,-4,38,1
C[C@@H]1CN([C@H](C)CO)C(=O)Cc2cc(N(C)C)ccc2O[C@@H]1CN(C)Cc1ccc(-c2ccccc2)cc1,-0.1,1.1,3,-6,0.1,2,-11,-2
Cc1cccc(NC(=O)CSc2nccn2Cc2ccco2)c1,0.0,1.3,1,-9,0.2,13,-6,3
CCC(=O)N[C@H]1CC[C@H](CCNC(=O)Nc2ccc(F)cc2)O[C@H]1CO,0.0,1.8,2,-8,-0.3,7,9,-2
O=C(C1CCOCC1)N1C[C@@H]2[C@H](c3ccccc31)[C@H](CO)N2C(=O)Cc1ccccn1,0.0,-1.4,-23,-1,0.0,?,11,7
C[C@H]1CN([C@@H](C)CO)C(=O)c2cc(C3=CCCC3)cnc2O[C@@H]1CN(C)S(C)(=O)=O,0.0,-6.3,1,-5,-0.4,5,8,·
COC(=O)c1cn(C(=O)c2ccc(C)cc2)c2ccccc12,0.0,-4.2,-15,·,·,2,4,0
CO[C@@H]1CN(C)C(=O)c2cc(NC(=O)c3cccc(F)c3)ccc2OC[C@@H](C)NC[C@@H]1C,-0.1,0.1,8,9,-0.2,-4,7,·
COc1ccc(NC(=O)N2C[C@@H](O)COC[C@H]3O[C@@H](CC(=O)N4CCN(C)CC4)CC[C@@H]32)cc1,0.1,-0.9,-6,4,0.1,-4,12,1
COc1ccc(CN(C)C[C@H]2Oc3ccc(NC(=O)Nc4ccccc4)cc3CC(=O)N([C@@H](C)CO)C[C@H]2C)cc1,0.5,-2.7,-2,4,0.2,2,-8,1
CO[C@@H]1CN(C)C(=O)c2cc(NC(=O)Nc3ccccc3)ccc2OC[C@@H](C)N(C(C)=O)C[C@@H]1C,0.0,0.3,6,-13,0.1,-8,15,-7
Cc1ccc(/C=C/C(=O)Nc2cc(S(=O)(=O)N3CCOCC3)ccc2N2CCOCC2)cc1,0.0,1.0,-3,10,-0.1,16,·,-1
COc1cccc(C(=O)Nc2ccc(C(=O)NCC3CCCO3)cc2)c1 (configuration not stated),-0.1,-0.7,-15,-3,0.3,1,-1,-1
CC(Sc1nnc(C2CC2)n1C1CC1)C(=O)NCc1cccs1 (configuration not stated),0.1,-3.4,-6,0,0.0,14,25,-1
COc1ccccc1C#Cc1ccc2c(c1)[C@@H]1[C@@H](CCN1C(C)=O)[C@@H](CO)N2C,0.4,0.4,28,5,1.5,7,-8,3

# Overlap with the part before: 2 entries, followed by the next part.
SMILES,Xi reactivation,F508del corr,RAD52 anneal inh,RAD54 branch,E-sel inducer,DENV2 CPE rescue,GSIS activator,CASP6 VEID inh
CC(Sc1nnc(C2CC2)n1C1CC1)C(=O)NCc1cccs1 (configuration not stated),0.1,-3.4,-6,0,0.0,14,25,-1
COc1ccccc1C#Cc1ccc2c(c1)[C@@H]1[C@@H](CCN1C(C)=O)[C@@H](CO)N2C,0.4,0.4,28,5,1.5,7,-8,3
CCOc1ccc(NC(=O)c2cc3ccccc3cc2OC)cc1,0.0,2.3,-5,11,·,8,1,0
O=S(=O)(c1ccccc1F)N1CC[C@@H]2[C@H]1c1cc(-c3cccc(F)c3)ccc1N[C@@H]2CO,0.0,0.5,·,14,-0.2,·,-10,·
COc1cccc(C#Cc2ccc([C@H]3[C@@H](CO)N(C(=O)c4ccccn4)[C@H]3C#N)cc2)c1,0.0,-1.6,41,-3,-0.2,-3,-34,3
Cc1nc(NC(=O)C2CCCC2)sc1Cc1ccc2c(c1)OCO2,-0.1,3.9,0,-6,·,-2,-4,1
O=C(Nc1cccc(NC(=O)c2ccccc2Cl)c1)c1ccco1,0.0,5.6,-3,7,-0.8,0,-9,-4
COc1cccc(S(=O)(=O)Nc2ccc3c(c2)[C@@H]2C[C@H](CC(=O)O)O[C@H](CO)[C@@H]2O3)c1,0.1,-4.0,-1,·,0.5,8,5,-1
C[C@@H]1CCCCO[C@H](CN(C)C(=O)Cc2ccccc2)[C@H](C)CN([C@@H](C)CO)C(=O)c2cc(NS(C)(=O)=O)ccc2O1,0.0,1.4,·,·,0.3,·,-8,·
Cc1ccc(C(=O)n2cnc3ccccc32)cc1C,-0.1,-0.2,-10,-8,0.0,-8,·,3
Cc1ccc(S(=O)(=O)Nc2ccc3c(c2)C(=O)N([C@H](C)CO)C[C@H](C)[C@@H](CN(C)S(=O)(=O)c2cn(C)cn2)O3)cc1,0.1,1.2,-3,0,1.2,-3,11,0
CN(C)CC(=O)NC[C@H]1N[C@@H](CO)[C@H]1c1ccc(-c2cccc(C#N)c2)cc1,0.6,4.4,51*,3,0.2,25*,4,-3
COCC(=O)N[C@@H]1C=C[C@@H](CC(=O)N2CCCCC2)O[C@H]1CO,·,-1.3,-5,11,·,3,·,-1
COc1ccc(/C=C\c2cc(OC)c(OC)cc2CC[N+](C)(C)C)cc1OC,0.2,-2.7,22,17&11,0.2,-2,·,-1
ONC(=Nc1cccc(C(F)(F)F)c1)c1cccnc1,0.1,3.5,13,-7,0.5,-6,·,1
Cc1c(-c2ccc(F)cc2)[n+](=O)c2c(n1[O-])CCCCC2,0.1,·,-10,·,0.1,10,·,1
COc1ccc(NC(=O)Nc2ccc3c(c2)CC(=O)N([C@@H](C)CO)C[C@@H](C)[C@H](CN(C)C(=O)Nc2ccc4c(c2)OCO4)O3)cc1,-0.2,0.9,6,5,0.2,4,1,·
CCOC(=O)N1CCN(S(=O)(=O)c2ccc(OC)c(C(=O)N3CCCCC3)c2)CC1,-0.1,-1.5,4,2,·,-1,-7,5
CCNC(=O)CC1C(=O)N(c2ccc(F)cc2)C(=O)N1Cc1ccc(OC)cc1 (configuration not stated),·,-0.7,-20,4,·,·,8,-4
CCC(CC)NC(=O)c1ccc(NS(=O)(=O)c2ccc3[nH]c(=O)[nH]c3c2)cc1,0.1,0.5,-7,1,-0.1,1,-5,1
Cc1nn(C(C)C(=O)c2cccc(Cl)c2)c(C)c1[N+](=O)[O-] (configuration not stated),0.1,·,-3,·,·,-7,-11,1
O=C(C1CCCCC1)N1CC(=O)N2[C@H](CO)[C@H](c3ccc(C#Cc4cccc(F)c4)cc3)[C@@H]2C1,0.4,4.1,-14,·,-0.5,1,-13,1
COc1ccccc1C(=O)NC(CCSC)C(=O)NC1CC1 (configuration not stated),0.0,-0.8,-17,4,-0.5,-8,-4,0
COc1ccccc1NC(=O)N1C[C@H](O)COC[C@H]2O[C@H](CC(=O)NCc3ccccc3)CC[C@@H]21,0.1,-2.3,21,-2,0.0,2,6,-4
CC(C)n1cnc2c(Nc3cccc(Cl)c3)nc(NCCCO)nc21,0.4,2.7,-7,1,-0.2,·,-12,-2
CC(O)Cn1c(N2CCCC2)nc2c1c(=O)n(C)c(=O)n2C (configuration not stated),0.0,-0.9,7,-1,0.3,-4,-11,0
Cc1cccc(C)c1NC(=O)C1c2ccccc2OCC(=O)N1CCc1ccccc1 (configuration not stated),0.1,-1.3,-3,·,·,-3,·,-2
C[C@@H]1CN([C@@H](C)CO)C(=O)Cc2cc(NC(=O)CCCCCC(=O)Nc3ccccc3N)ccc2O[C@H]1CN(C)S(=O)(=O)c1cccs1,0.2,-6.1,·,6,-0.1,2,-2,·
CC(C)(CO)Nc1nc(Cl)nc(NC2CCCCC2)n1,0.1,-0.6,-4,·,-0.4,-2,44,2
CCC(=O)N(c1ccc(C(=O)O)cc1)c1nc(-c2ccc(OC)cc2)c(C)s1,0.1,-1.0,2,·,·,3,20,0
CCCCCCCCOC(=O)C[N+](C)(C)C/C=C(/C)Cl,0.2,-0.7,3,0,·,9,-31,-3
C[C@H](CO)N1C[C@H](C)[C@H](CN(C)Cc2cncnc2)Oc2cc(/C=C/c3ccccc3)ccc2S1(=O)=O,-0.3,-0.3,21,3,0.4,4,-26,2
COc1cc(C2c3cc4c(cc3C(O)C3COCC23)OCO4)cc(OC)c1OC (configuration not stated),0.3,-0.7,-12,5,-0.2,6,4,0
Cc1ccc2[nH]c(-c3ccccc3)c(CN3CCCC3)c(=O)c2c1,3.6,-3.8,-20,-2,·,-3,-12,-13
CCN(CC)C(=O)OCCc1cc2ccccc2c(=O)o1,0.0,3.2,-15,1,0.7,-10,-5,·
CSc1nc(C)c(C(=O)C[n+]2ccccc2)cc1C#N,0.9,-2.2,-23,6,4.6,-2,13,-12
CCc1nc2c(OCc3ccc(F)c(F)c3)cccn2c1N(C)C(=O)c1ccc(C)cc1,0.0,-2.1,-34,5,0.0,-3,3,0

# Compounds from the list above that have an NH in an aromatic ring (3):
SMILES,Xi reactivation,F508del corr,RAD52 anneal inh,RAD54 branch,E-sel inducer,DENV2 CPE rescue,GSIS activator,CASP6 VEID inh
COc1ccc2c3c([nH]c2c1)[C@H](CO)N(S(=O)(=O)c1cn(C)cn1)CC31CCN(CC2CC2)CC1,0.2,-1.5,12,·,0.1,-5,16,-9
CCC(CC)NC(=O)c1ccc(NS(=O)(=O)c2ccc3[nH]c(=O)[nH]c3c2)cc1,0.1,0.5,-7,1,-0.1,1,-5,1
Cc1ccc2[nH]c(-c3ccccc3)c(CN3CCCC3)c(=O)c2c1,3.6,-3.8,-20,-2,·,-3,-12,-13
